CHO-K1 Ca antag = M1 antagonist counterscreen hit in parental CHO-K1 cells; ATP-induced calcium, Fluo-8 fluorescence; inhibition, % at 3 µM; hit rate 0.6% among 360,000; AID 602250;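 active = inhibition above a per-plate cutoff, the plate's mean sample inhibition plus 3 SD, cut at about 24% in these data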;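 note: 0% = DMSO plus EC80 ATP and 100% = DMSO alone without ATP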
TAAR1 antagonist = human TAAR1 antagonists, primary screen, Fluo-8 calcium fluorescence, CHO RD-HGA16 cells; Trace amine-associated receptor 1 (Homo sapiens), Q96RJ0; antagonist; inhibition, % at 3 µM; hit rate 1.5% among 360,000;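 active = inhibition above a per-plate cutoff, the mean inhibition of test compounds on that plate plus 3 SD, cut at about 49% in these data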;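 note: 0% = DMSO plus EC80 beta-PEA response and 100% = DMSO alone without agonist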
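System: RD-HGA16 CHO cells with stable hTAAR1 and Gα16 | Probe or stimulus: EC80 β-phenethylamine stimulus | Dosing: 3 µM, single point | Times: Dye loading 75 min at 37 °C, then 30 min room temperature | Measured by: Fluo-8 calcium-sensitive fluorescence | Read-out basis: % inhibition of agonist calcium response | Replicates: n of 1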
CHO parental Ca = ATP-evoked calcium signal inhibitors, parental CHO, primary screen, counter-screen for OX1R antagonist project, cell-based, fluorescence, Fluo-8 calcium dye; parental CHO-K1, ATP-induced calcium, Fluo-8 fluorescence; inhibition, % at 5.6 µM; hit rate 0.63% among 330,000;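 active = inhibition above that plate's mean sample inhibition plus 3 SD, cut at about 26% in these data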;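 note: 0% = ATP-challenged DMSO wells and 100% = DMSO wells without ATP; some compounds past the cut are filed as inactive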
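Test system: parental CHO cells; detection: calcium-sensitive Fluo-8 fluorescence; evaluation: percent inhibition of calcium signal; also added: ATP as calcium-mobilizing challenge; repeats: one well per compound; control set: ATP-challenged DMSO wells low, unchallenged DMSO wells high; compound: single nominal dose of 5.6 µM per compound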
OXTR ag = human OXTR agonists, primary screen, fluorescence, CHO-OTR cells, Fluo-8 calcium | Fluo-8 calcium fluorescence; normalized: DMSO 0%, oxytocin 100% | activation, % at 3 µM | hit rate 0.32% among 320,000 | AID 2435, 2010;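 active = activation above the mean of all tested compounds plus 3 SD, cutoff set per screening run, cut at about 20% in these data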;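 note: peak over basal fluorescence ratio from a 100 s FLIPR kinetic read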
Target sequence (P30559 whole entry, looked up): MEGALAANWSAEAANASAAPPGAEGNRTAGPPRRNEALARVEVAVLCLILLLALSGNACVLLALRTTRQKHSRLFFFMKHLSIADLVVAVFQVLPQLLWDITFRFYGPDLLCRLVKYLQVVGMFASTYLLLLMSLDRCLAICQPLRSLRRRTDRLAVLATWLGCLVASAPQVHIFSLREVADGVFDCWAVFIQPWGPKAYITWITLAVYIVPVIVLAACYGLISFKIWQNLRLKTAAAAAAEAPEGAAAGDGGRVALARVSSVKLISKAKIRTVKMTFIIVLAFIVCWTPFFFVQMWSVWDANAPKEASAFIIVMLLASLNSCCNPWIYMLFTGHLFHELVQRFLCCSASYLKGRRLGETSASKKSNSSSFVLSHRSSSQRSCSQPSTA
OXTR potentiate = human OXTR potentiators, primary screen, fluorescence, CHO-OTR cells, Fluo-8 calcium | hit rate 0.061% among 320,000 | Oxytocin receptor (Homo sapiens), P30559 | Fluo-8 calcium fluorescence, potentiator mode; 0% = oxytocin EC15, 100% = EC100 | AID 2445, 2010 | activation, % at 3 µM;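 active = activation above that plate's cutoff, the mean activation of tested compounds plus 3 SD, cut at about 6.6% in these data, passing the limit was not always enough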;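 note: 100% uses oxytocin at 75 nM as the full agonist control; some results filed as inactive read as strong as hits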
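Material: CHO-OTR cells, human receptor; compound dosing: single dose, 3.0 µM nominal final compound concentration; schedule: 6 min compound pre-incubation at room temperature, 100 s kinetic read; measured by: kinetic Fluo-8 calcium fluorescence; read-out basis: % activation vs EC15 and EC100 oxytocin; controls: EC15 oxytocin alone as 0%, 75 nM oxytocin as 100%; replicates: singlicate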
V1aR counter = agonists of human V1a receptor, primary screen, counter-screen for OXTR agonist project, fluorescence, CHO-V1R cells; Fluo-8 calcium fluorescence, agonist mode; 0% DMSO, 100% 3 nM vasopressin; hit rate 0.25% among 320,000; AID 2797, 2010; activation, % at 3 µM; Vasopressin V1a receptor (Homo sapiens), P37288;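 active = activation above the mean activation of all tested compounds plus 3 SD, per screening run, cut at about 20% in these data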;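 note: signal is peak over basal fluorescence ratio across a 100 second FLIPR read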
Target sequence (P37288 whole entry, looked up): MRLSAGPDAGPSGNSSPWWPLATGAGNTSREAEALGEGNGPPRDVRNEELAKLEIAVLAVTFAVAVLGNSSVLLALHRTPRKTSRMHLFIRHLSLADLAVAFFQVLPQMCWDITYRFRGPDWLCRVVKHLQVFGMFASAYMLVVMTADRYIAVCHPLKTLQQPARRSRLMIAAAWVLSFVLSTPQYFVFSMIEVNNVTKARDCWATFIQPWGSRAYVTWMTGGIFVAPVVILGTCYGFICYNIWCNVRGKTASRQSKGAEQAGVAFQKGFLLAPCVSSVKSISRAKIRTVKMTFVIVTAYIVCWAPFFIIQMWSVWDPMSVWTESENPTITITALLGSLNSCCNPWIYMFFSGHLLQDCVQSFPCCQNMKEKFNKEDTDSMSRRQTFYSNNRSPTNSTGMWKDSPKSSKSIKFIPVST
GPR7 antagonist = GPR7 receptor antagonists, primary screen, cell-based, fluorescence, single concentration. AID 1861, 2009. inhibition, % at 4.4 µM. GPR7-expressing cells, fluorescence antagonist assay. hit rate 1.1% among 290,000; in the data active = inhibition above about 16%, passing the limit was not always enough;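 note: cells stimulated with the agonist NPW; 0% = agonist with vehicle and 100% = vehicle without agonist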
CHO-K1 Ca ag = counter-screen for M1 agonists: effect in parental CHO-K1 cells; Fluo-8 calcium fluorescence; scaled to maximal ATP response, vehicle zero; activation, % at 3 µM; hit rate 0.48% among 360,000; in the data active = activation above about 15%;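 note: untransfected CHO-K1 host cells lacking M1 receptor as counterscreen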
CHO-K1 Ca PAM = nonselective calcium activators in parental CHO-K1 cells, primary screen, counter-screen for M1 PAM project, cell-based, Fluo-8 calcium fluorescence, full deck, 1536-well; activation, % at 3 µM; hit rate 0.02% among 360,000; ATP EC20; 0% at ATP EC20, 100% at ATP max;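 active = activation above the run cutoff, the mean activation of all test compounds plus 3 SD, cut at about 40% in these data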;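 note: peak over basal fluorescence ratio in a 140 s read after ATP addition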
* marks the source's active call; other numbers are inactive results; . = not tested or not shown.

| smiles | CHO-K1 Ca ag | CHO parental Ca | OXTR potentiate | OXTR ag | TAAR1 antagonist | CHO-K1 Ca PAM | CHO-K1 Ca antag | V1aR counter | GPR7 antagonist |
| --- | --- | --- | --- | --- | --- | --- | --- | --- | --- |
| Cc1occc1-c1nnc(SCC(=O)NCC2CCCO2)n1C (stereo unspecified) | 0.9 | -8 | -3 | 1.4 | 4 | 12 | -3 | -0.5 | -11 |
| CCOC(=O)C1(Cc2ccccc2C)CCCN(C(=O)c2ccnn2C)C1 (stereo unspecified) | 2.7 | -19 | -1 | -1.1 | 1 | 28 | -3 | 0.9 | -6 |
| C=CCNC(=O)CC1Nc2c3ccccc3nc(=S)n2C1=O (stereo unspecified) | 2.2 | 15 | -25 | 0.5 | -22 | 5 | -7 | 6.0 | -17 |
| COC(=O)C(Cc1ccccc1)NC(=O)c1cccc(S(=O)(=O)N(C)C)c1 (stereo unspecified) | 1.3 | -11 | -17 | -1.3 | 11 | 19 | -12 | 1.4 | 0 |
| CC(C)n1nc(C(=O)Nc2ccc(-n3cnnn3)cc2)c2ccccc2c1=O | 1.4 | -21 | 4 | -0.1 | 16 | 24 | -16 | 0.2 | . |
| CCN(CC)C(=O)Cn1cc(C(=O)C(=O)NCc2ccco2)c2ccccc21 | 1.2 | -17 | -15 | 0.7 | -8 | 13 | -16 | 2.7 | -10 |
| Cc1cc(C)cc(NS(=O)(=O)Cc2ccccc2)c1 | -0.5 | -8 | -17 | -1.9 | 8 | -6 | 5 | -1.3 | -15 |
| Cc1ccccc1NC(=O)NCCCN1CCN(c2ccccc2)CC1 | 0.3 | -13 | -12 | 2.6 | -5 | 2 | -17 | 0.8 | -8 |
| COc1ccc(NC(=O)Cn2c(=O)n(CC(=O)NCc3ccco3)c(=O)c3ccccc32)cc1OC | 0.4 | -15 | -10 | -0.5 | 3 | 15 | -1 | 0.0 | -6 |
| COc1ccc(OCC(=O)Nc2nonc2NC(=O)COc2ccc(OC)cc2)cc1 | 5.3 | -13 | -23 | 2.4 | 32 | 3 | 6 | 2.4 | -11 |
| Cc1noc(C)c1S(=O)(=O)N1CCCC(C(=O)NC2CCCCC2)C1 (stereo unspecified) | 0.2 | -6 | 0 | -0.7 | -19 | -5 | -14 | 0.7 | 0 |
| CCN1C(=O)[C@H]2[C@@H](c3ccc(C)cc3)N3C(=O)N(c4cccc(Br)c4)C(=O)[C@@]3(Cc3ccccc3)[C@H]2C1=O | 0.2 | -34 | -4 | -0.8 | 6 | -7 | -7 | -0.5 | . |
| COCc1cc(C)nc(OCC(=O)N/N=C/c2ccc(-c3cccc([N+](=O)[O-])c3)o2)c1C#N | . | -11 | -8 | -1.9 | 2 | . | . | 0.9 | 4 |
| O=C(O)CNC(=O)CC1S/C(=N/N=C2\CSC(=O)N2)NC1=O (stereo unspecified) | 0.0 | -3 | 1 | 0.0 | 16 | 11 | -6 | 0.4 | 0 |
| CN1CCN(c2ccc(NC(=O)c3ccc(C#N)cc3F)cc2Cl)CC1 | 4.9 | -3 | -1 | 3.3 | -19 | 2 | 1 | 0.4 | -10 |
| CCOC(=O)C1(Cc2ccccc2Cl)CCN(S(C)(=O)=O)CC1 | 2.7 | -15 | -8 | -0.8 | 2 | 9 | -22 | 0.9 | -3 |
| CCOC(=O)C1(C)CCN1C(=O)c1cc(F)ccc1C (stereo unspecified) | 0.4 | . | . | . | 7 | 11 | -3 | . | . |
| O=C(CS(=O)(=O)c1ccccc1)Nc1ccc(S(=O)(=O)Nc2ccccn2)cc1 | -0.3 | -3 | -11 | 0.8 | -1 | -9 | -3 | 1.2 | -2 |
| O=C(CN1CCOc2ccccc21)N1CCCC1 | 0.7 | -5 | -7 | -0.3 | 17 | 10 | -6 | -0.1 | -8 |
| Clc1ccc(-c2nnc3n2CCCCS3)cc1 | -0.1 | -10 | 4 | -1.4 | -22 | 23 | -1 | -0.8 | 8 |
| CCCn1c(=O)c(C(=O)Nc2c(C)n(C)n(-c3ccccc3)c2=O)c(O)c2ccccc21 | 0.2 | 5 | -1 | 0.6 | -20 | 19 | -6 | 1.4 | . |
| CCOC(=O)c1c(C)cc2c(CO)n[nH]c(=O)c2c1C | 0.5 | . | . | . | -10 | 9 | -9 | . | . |
| Cc1cccc(C)c1-n1nnnc1C1(Nc2ccccc2)CCCCC1 | -0.5 | 17 | -12 | -2.4 | -15 | 17 | -20 | -0.8 | -13 |
| COc1cccc(C(=O)COC(=O)COc2c(C)cc(C)cc2C)c1 | 0.8 | -11 | -10 | -0.7 | 15 | 1 | -11 | 2.0 | . |
| O=C1CCC(=O)N1CCCCCc1nc(-c2ccccc2)no1 | 1.3 | -19 | -8 | 4.8 | 10 | 3 | -8 | 3.9 | -14 |
| CCCc1nc(N2CCN(C)CC2)c2sc(=S)n(-c3ccccc3)c2n1 | 0.0 | -19 | -3 | -0.4 | -17 | 10 | 2 | 0.4 | -1 |
| Cc1nn(CC(=O)Nc2ccc(S(N)(=O)=O)cc2)c(=O)c2ccccc12 | 0.4 | -9 | -11 | 0.0 | -13 | 1 | -9 | 0.5 | 8 |
| O=C(COC(=O)CCc1ccc(S(=O)(=O)N2CCOCC2)cc1)NCc1ccc(Cl)cc1 | 2.5 | -18 | -5 | 3.7 | 1 | -7 | -5 | 4.3 | -2 |
| CN(C(=O)c1ccccc1C(=O)OCC(=O)Nc1ccccc1)c1ccccc1 | 0.1 | -23 | -10 | -0.8 | 0 | -7 | -2 | 0.8 | . |
| O=C(N/N=C/c1cc(Br)cc(Cl)c1O)c1ccc2c(c1)OCO2 | 1.5 | -5 | 4 | 0.5 | -4 | 8 | -3 | 0.7 | . |
| O[C@@H]1[C@@H](O)C=C2CCN3Cc4cc5c(cc4[C@H]1C23)OCO5 (stereo partly specified) | -0.1 | -13 | -1 | -0.5 | 0 | 14 | -9 | -0.4 | . |
| CCCNC(=O)Cn1nc([N+](=O)[O-])c([N+](=O)[O-])c1C | -0.2 | -5 | -3 | 0.8 | -11 | -11 | 16 | 0.9 | -2 |
| O=C(O)C(=O)/C(=C\c1cccc2ccccc12)c1ccc2ccccc2n1 | 0.2 | -22 | -6 | 0.4 | 16 | 6 | 4 | 0.4 | -5 |
| C=CCn1c(SCC(=O)c2c(N)n(C)c(=O)n(C)c2=O)nnc1-c1ccncc1 | 0.0 | -3 | -12 | -1.6 | 13 | -3 | 4 | -0.3 | -5 |
| Cc1ccc(Cl)cc1NC(=S)N(CCN(C)C)Cc1cccs1 | 0.1 | -2 | -6 | 0.4 | -16 | 9 | -13 | 0.9 | -8 |
| COCCn1c(-c2cccc(Br)c2)nc2c(c(=O)c3ccccc3n2C)c1=O | 0.5 | -28 | 2 | -3.2 | 4 | -15 | -6 | -1.2 | -14 |
| CC1CCCC(NC(=S)NC(=O)c2cncc(Br)c2)C1C (stereo unspecified) | -0.3 | -38 | -4 | -2.5 | -7 | 14 | -3 | -0.7 | 4 |
| CCOc1cc(CN2CCCC(C(=O)c3cccc(C(F)(F)F)c3)C2)ccc1O (stereo unspecified) | 3.9 | -19 | 1 | 3.0 | 10 | 0 | -11 | 2.1 | -3 |
| O=C1c2cccc3cccc(c23)C(=O)N1CCc1ccccc1 | 1.6 | -31 | -8 | -1.6 | 4 | 23 | -7 | 0.1 | -14 |
| CN1CCN(CC(=O)NC(=O)NC2CCCCC2)CC1 | 0.3 | -10 | -2 | -0.1 | -1 | 10 | -3 | 0.5 | . |
| C[C@@H]1CN([C@@H](C)CO)C(=O)CCCn2nncc2CO[C@@H]1CN(C)C(=O)Cc1ccccc1 | 0.0 | . | . | . | 2 | -3 | 6 | . | . |
| Cc1cc(C)c(NC(=O)c2ccccc2N(C)S(C)(=O)=O)c(C)c1 | 0.5 | -20 | 0 | -0.3 | -3 | 12 | -13 | -0.1 | -3 |
| CCOC(=O)C1=C(C)NC(=O)NC1c1ccccc1OCc1c(F)cccc1Cl (stereo unspecified) | 0.0 | -22 | -12 | -1.8 | -7 | 2 | -2 | -0.4 | -3 |
| CC1=C(C#N)C(NC(=O)c2ccco2)(C(F)(F)F)C(=O)N1 (stereo unspecified) | 0.2 | 5 | -4 | -0.5 | -10 | 24 | -14 | 1.0 | -16 |
| O=C1NC(=Nc2ccccc2)c2c1cccc2[N+](=O)[O-] | 0.8 | -5 | -3 | -0.4 | -19 | 21 | -5 | -0.1 | 32* |
| COc1ccc(N2CCN(Cc3nc4c(c(=O)n(C)c(=O)n4C)n3C(C)C(C)=O)CC2)cc1 (stereo unspecified) | 0.3 | 5 | -10 | 0.1 | 22 | 15 | -4 | 0.1 | 4 |
| CCC(=O)c1ccc(OCC(=O)Nc2ccccc2N2CCOCC2)cc1 | 5.8 | -5 | -6 | -2.2 | -1 | 1 | -21 | 2.6 | . |
| COc1ccc(/C=C/C(=O)O)cc1S(=O)(=O)N1CCCc2ccccc21 | -0.2 | -15 | 2 | -0.1 | -8 | -11 | 18 | 0.0 | -2 |
| COc1ccc(CNC(=O)CCCn2c(SCC#N)nc3cc4c(cc3c2=O)OCO4)cc1 | -0.1 | -10 | 0 | 0.8 | 6 | -7 | 22 | 0.5 | -2 |
| COc1ccc2c(=O)c(-c3ccc4c(c3)OCO4)coc2c1 | 0.2 | -15 | -7 | -1.7 | -17 | -14 | 0 | -1.3 | 4 |
| CS(=O)(=O)N(CCc1ccccc1)CC(=O)NCc1ccncc1 | 1.0 | -9 | -6 | 0.7 | 4 | 19 | -6 | -0.1 | -4 |
| CCCCNC(=O)c1ccc2c(=O)n(CCCOCC)c(=S)[nH]c2c1 | -0.1 | -4 | 0 | -0.2 | -2 | -2 | 5 | -0.3 | 1 |
| O=[N+]([O-])c1ccc(Cl)c(/C=N/n2c(-c3cccnc3)n[nH]c2=S)c1 | . | -1 | 2 | 0.9 | . | . | . | 0.5 | -9 |

Complete entries, quoted from the list. Order of screens: CHO-K1 Ca ag | CHO parental Ca | OXTR potentiate | OXTR ag | TAAR1 antagonist | CHO-K1 Ca PAM | CHO-K1 Ca antag | V1aR counter | GPR7 antagonist
COCCn1c(-c2cccc(Br)c2)nc2c(c(=O)c3ccccc3n2C)c1=O is listed with 0.5 | -28 | 2 | -3.2 | 4 | -15 | -6 | -1.2 | -14
CCCNC(=O)Cn1nc([N+](=O)[O-])c([N+](=O)[O-])c1C is listed with -0.2 | -5 | -3 | 0.8 | -11 | -11 | 16 | 0.9 | -2
